ARNT-TACC3 inh = disruptors of human ARNT/TACC3 interaction; AlphaScreen His-ARNT PAS-B/GST-TACC3 binding, luminescence; TACC3 fragment carries E629A point mutation; inhibition, % at 9.99 µM; hit rate 0.66% among 390,000; AID 623870; Q9Y6A5;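 active = mean inhibition of replicates at least 50% and at least half of replicates each reaching 50%; inconclusive = half or more replicates reach 50% but mean below 50%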;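 also: 0% = complete ARNT plus TACC3 wells and 100% = ARNT alone without TACC3; many hits fall short of the cut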
INS-1E GSIS act = GLuc luminescence reporter in INS-1E cells, primary screen for activators of glucose-dependent secretion of insulin | activation, % at 16.6 µM | hit rate 0.61% among 370,000 | INS-1E GLuc reporter insulin secretion, 2-3 h;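 active = lowest replicate activation of at least 40%, so every replicate reaches that level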;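 also: 0% = median of neutral control wells and 100% = median of IBMX positive control wells; some compounds called inactive have numbers as strong as hits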
ERp5 block = ERp5 (human) disulfide isomerase inhibition | AID 651711 | ERp5 insulin aggregation, absorbance 650 nm, 90 min | hit rate 0.05% among 350,000 | inhibition, % at 9.99 µM;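 active = mean replicate inhibition above about 25%, with every replicate also reaching it, limit read from the data, passing the limit was not always enough; inconclusive = only one of those two criteria met; inactive = neither criterion met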
Target sequence (Q15084 whole entry, looked up): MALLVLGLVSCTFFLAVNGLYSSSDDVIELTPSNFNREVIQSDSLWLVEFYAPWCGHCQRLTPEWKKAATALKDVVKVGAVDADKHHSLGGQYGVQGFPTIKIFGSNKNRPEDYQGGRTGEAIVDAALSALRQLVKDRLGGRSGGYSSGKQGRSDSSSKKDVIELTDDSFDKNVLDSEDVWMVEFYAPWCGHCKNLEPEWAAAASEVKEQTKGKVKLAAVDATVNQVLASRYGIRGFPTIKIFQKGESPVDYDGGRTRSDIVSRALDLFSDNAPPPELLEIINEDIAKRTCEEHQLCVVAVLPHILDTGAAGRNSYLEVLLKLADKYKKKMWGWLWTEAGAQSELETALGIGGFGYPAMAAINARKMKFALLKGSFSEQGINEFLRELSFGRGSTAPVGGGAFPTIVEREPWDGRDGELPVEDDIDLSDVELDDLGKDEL
DENV2 CPE rescue = protects cells from dengue virus 2 cytopathic effect. hit rate 1.7% among 350,000. CPE inhibition, % at 9.99 µM. DENV2-infected cells, cytopathic effect rescue, plate reader; in the data active = CPE inhibition above about 20%, passing the limit was not always enough; inconclusive = no clear call, values can overlap the other calls; tested in BHK-21 cells;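 also: 0% = median of neutral control wells and 100% = median of positive control wells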
EWS-Fli inh = EWS/Fli transcriptional activity inhibition; AID 651661; A673 NR0B1-luciferase reporter, viability-normalised; inhibition, % at 12.6 µM; hit rate 0.67% among 350,000;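 active = mean inhibition of at least 50% after viability correction, with every replicate also passing that limit; inconclusive = mean reaches 50% but only one of two replicates passes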;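 also: firefly luciferase signal divided by Alamar Blue viability fluorescence both relative to DMSO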
PAX8 reporter = lowers PAX8-driven luciferase in RMG-I cells; RMG-I TPO-luciferase reporter, SteadyGlo, 24 h; inhibition, % at 12.6 µM; hit rate 1.2% among 360,000; AID 652154;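 active = mean replicate inhibition at least 60% with every replicate also reaching 60%; inconclusive = only one of the two criteria is met; inactive = mean below 60% and not all replicates reaching 60%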;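 also: luciferase light reporting Pax8 driven TPO promoter activity; plate controls were median of neutral control wells for no effect and mitoxantrone controls for full effect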
XiGFP reactiv = reactivates the inactive X chromosome in mouse fibroblasts. XiGFP mouse fibroblasts, % GFP-positive cells imaging, 3 d; cells co-treated with 5-aza-dC sensitizer; scaled so ellipticine positive control = 100%. activation, % at 7.58 µM. hit rate 0.055% among 360,000. AID 743238;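 active = mean normalized replicate activation at least 10% and every replicate at or above 10%; inconclusive = only one of the two criteria met; inactive = mean below 10% and not all replicates reach 10%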;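 also: 0% = median of on-plate neutral control wells and 100% = ellipticine 6 µM median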
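Assay system – SV40-immortalized XiGFP fibroblast cells, line 68-5-11 · Buffer or medium – DMEM supplemented with 5-aza-dC as sensitizing agent · Dosing – one concentration, pinned · Benchmarks – positive control ellipticine, 6 µM final · Times – 3 days compound exposure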
F508del corr = CFTR F508del correction in bronchial cells; CFBE cells, YFP halide quenching; stimulated with forskolin plus potentiator P3; % fluorescence drop versus neutral controls; activity (quench increase), % at 7.58 µM; hit rate 0.36% among 350,000; AID 720511;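 active = mean added fluorescence quench of at least 8% versus neutral control, with both replicates also reaching 8%; inconclusive = only one of the mean or replicate conditions met; inactive = mean below 8% and not both replicates reaching 8%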;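 also: cells transiently co-express mutant CFTR-F508del with the halide-sensitive YFP; corrector assay measuring rescue of mutant channel to the surface after 24 h compound exposure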
* hit, by the source's call; ? = inconclusive; nt = not tested or not shown; & = joins results of further samples.

SMILES | ARNT-TACC3 inh | INS-1E GSIS act | ERp5 block | DENV2 CPE rescue | EWS-Fli inh | PAX8 reporter | XiGFP reactiv | F508del corr
COc1cccc(CNC(=O)C[C@H]2CC[C@@H]3[C@@H](COc4ccc(NS(=O)(=O)c5ccccc5F)cc4C(=O)N3C)O2)c1 | -1.2 | -18.8 | -0.3 | 10.7 | 5.5 | 5.4 | 0.0 | 1.5
Cn1c(=O)c2c(SCc3cccnc3)nc(C3CC3)nc2n(C)c1=O | 1.4 | 21.4 | 2.4 | 0.1 | 8.4 | 18.8 | 0.0 | -2.6
C[C@@H]1CN([C@H](C)CO)C(=O)c2cc(NS(=O)(=O)c3cn(C)cn3)ccc2O[C@@H](C)CCCCO[C@H]1CN(C)S(=O)(=O)c1ccccc1 | -5.6 | 23.1 | -2.2 | 1.8 | 2.8 | -4.2 | 0.0 | 1.8
CC(C)c1ccc(/C=N/NC(=O)c2ccccn2)cc1 | 8.5 | 2.0 | -0.8 | 3.2 | 28.4 | -15.3 | 0.0 | -0.2
O=C(C[C@H]1CC[C@@H](NC(=O)Nc2cc(F)ccc2F)[C@@H](CO)O1)NCc1ccncn1 | -1.4 | 13.5 | -6.5 | 0.6 | 6.4 | 0.8 | -0.1 | -2.0
CCOC(=O)Cc1csc(CC(N)=O)n1 | 23.7 | 13.1 | 3.0 | -3.6 | -0.8 | -4.0 | 0.2 | -2.8
O=C(CSc1n[nH]c(=O)n1C1CC1)Nc1ccc(F)c(Cl)c1 | 7.9 | -8.2 | 5.2 | 17.1 | -3.9 | -15.1 | 0.2 | 0.3
CCN(C(=O)COC(=O)c1nccnc1N)c1cccc2ccccc12 | 38.7 | 20.4 | 4.1 | -3.8 | -14.7 | -13.8 | 0.0 | 6.8
O=C(C(=O)N1CCN(c2ccc([N+](=O)[O-])cc2)CC1)c1cn(CC(=O)N2CCOCC2)c2ccccc12 | -1.9 | 9.9 | 1.5 | -7.6 | 13.3 | nt | -0.1 | 1.4
CN(C(=O)c1ccc(NC(=O)C2CCN(C(=O)OC(C)(C)C)CC2)cc1)C1CCC1 | -1.4 | -11.2 | 2.8 | ? | 4.9 | 2.6 | 0.2 | -0.7
C[C@@H]1CN([C@@H](C)CO)S(=O)(=O)c2ccc(C#Cc3ccccc3)cc2O[C@H]1CN(C)C(=O)Nc1ccccc1 | 11.1 | -5.5 | -4.2 | -0.9 | 30.6 | -0.3 | -1.3 | 2.7
Cc1cc(=O)c(C(=O)OC(C)C(=O)NC(N)=O)nn1-c1ccc(Cl)cc1 (configuration not stated) | -16.6 | 7.9 | 1.2 | 18.3 | -12.7 | -6.7 | 0.0 | -0.5
CC(C)(C)C(=O)Nc1nc2ccc(S(C)(=O)=O)cc2s1 | -21.2 | -4.0 | nt | nt | nt | -65.6 | 0.0 | nt
COc1cc(C(=S)N2CCCC2)ccc1OCc1ccc(C)cc1 | 7.2 | -3.0 | -1.6 | 47.0* | -93.8 | -53.7 | 0.2 | -0.5
COc1cccc(-c2nc(CS(=O)(=O)CC(=O)NCCCN3CCN(C)CC3)c(C)o2)c1 | 2.8 | -5.8 | 3.3 | 6.5 | 8.4 | -5.0 | 0.0 | 2.5
OC[C@@H]1CN(Cc2cccs2)C[C@H](n2cnc3c(NC4CCC4)ncnc32)O1 | nt | 22.7 | 0.8 | 2.7 | 1.4 | -42.1 | 0.0 | 1.8
O=C1NC(=O)C(=C2CCOC2=O)N1 | nt | 0.4 | 3.1 | -8.1 | 8.5 | -1.0 | 0.0 | 1.6
COc1ccc(C(=O)n2cnc3ccccc32)cc1 | -4.8 | -2.2 | 0.6 | 1.2 | 11.6 | 12.5 | 0.0 | -8.3
COc1cccc(-c2ccc3c(N)c(C(=O)NC4CC4)sc3n2)c1 | -10.9 | -3.9 | -1.2 | ? | -78.9 | -135.9 | 0.1 | -0.4
C=CCN(CC=C)CCOc1cccc(Oc2ccccc2)c1 | -1.8 | -11.6 | 0.2 | nt | 8.1 | -0.3 | 0.3 | -5.6
COc1ccc2oc(=N)c(C(=O)Nc3ccccc3Cl)cc2c1 | -2.0 | -7.4 | -4.6 | 4.2 | -125.4 | -90.3 | 0.2 | 3.1
C[C@@H]1CCCCO[C@@H](CN(C)Cc2ccc3c(c2)OCO3)[C@H](C)CN([C@@H](C)CO)C(=O)c2cc(N(C)C)ccc2O1 | 2.1 | 13.4 | 3.4 | -7.5 | 3.7 | 5.7&1.7 | 0.0 | -2.7&-0.7
C[C@H](CO)N1C[C@H](C)[C@H](CN(C)C)Oc2cc(C#CC(C)(C)O)ccc2S1(=O)=O | -8.0 | 15.9 | 3.8 | 12.9 | -18.3 | nt | 0.1 | 0.5
O=C(O)c1ccc2c(c1)S(=O)(=O)N=C1CCCCCN12 | nt | -3.7 | -4.0 | 0.7 | -3.6 | -11.3 | 0.1 | -1.6
O=C(C1CCC1)N1CC(=O)N2[C@H](CO)[C@H](c3ccc(-c4cccnc4)cc3)[C@@H]2C1 | nt | 4.5 | 2.9 | 8.9 | 9.3 | -0.3 | 0.5 | -1.0
CC(=O)c1ccc(C(=O)N2CCCC(CCC(=O)N(C)CCc3ccccn3)C2)s1 (configuration not stated) | 1.7 | -1.5 | 9.8 | -5.0 | -4.3 | -9.2 | 0.0 | -0.8
C[C@@H]1CN([C@@H](C)CO)C(=O)c2cc(C#CC3(O)CCCC3)cnc2O[C@H]1CN(C)C(=O)C1CCCCC1 | -2.8 | 17.5 | 3.1 | -6.4 | -1.4 | -14.2 | -0.3 | 1.7
CCN(CC(=O)Nc1c(F)cccc1F)C(=O)Cc1n[nH]c(=O)c2ccccc12 | -8.8 | -10.9 | 0.1 | 10.2 | 2.5 | -5.3 | 0.3 | -5.4
Cc1noc(/C=C/c2ccco2)c1S(=O)(=O)N1CCC(C(=O)N2CCc3ccccc32)CC1 | nt | nt | -1.8 | 1.6 | 11.4 | ? | 0.3 | 0.3
Cc1cc(F)ccc1NC(=O)c1ccc(NS(=O)(=O)c2cc(C(C)(C)C)ccc2C)cc1 | nt | -13.0 | nt | nt | -0.4 | 5.5 | 0.1 | -0.9
O=C(O)CC(Cc1ccc(Cl)cc1)C(=O)NCC12CC3CC(CC(C3)C1)C2 (configuration not stated) | -4.3 | 29.8 | -0.6 | 16.1 | 5.9 | 13.3 | 0.0 | -1.1
COc1ccc(C)cc1-n1[nH]nnc1=S | 2.2 | 8.7 | 13.6 | 2.2 | -6.5 | -5.9 | 0.0 | 0.6
CN(CC(=O)Nc1ccccc1Cl)C(=O)COC(=O)Cc1ccc(F)cc1 | -12.1 | 4.6 | 3.4 | 4.3 | -4.4 | 0.1 | 0.1 | 2.0
O=[N+]([O-])c1cc(Cl)cc2c1nc(NCCO)c1ccccc12 | 5.0 | -13.2 | 7.2 | -0.1 | 3.1 | 13.1 | 0.1 | 1.5
CC(=O)N(C)C[C@@H]1Oc2ncc(-c3ccccc3F)cc2C(=O)N([C@H](C)CO)C[C@H]1C | -5.0 | 15.9 | -1.4 | -13.4 | -10.4 | nt | -1.0 | -3.3
O=C(Cc1cccs1)NCCSc1c(-c2ccc(Cl)cc2)[nH]c2ccccc12 | -3.4 | 8.6 | -12.1 | 4.5 | 10.6 | 48.2 | 0.0 | 6.7
CC(=O)c1cccc(NS(=O)(=O)c2ccc3c(c2)N(C(C)=O)CCO3)c1 | -4.4 | -1.0 | 2.1 | 2.6 | nt | 20.2 | 0.5 | -1.1
COc1cccc(COc2ncnc3sccc23)c1 | -3.5 | 8.2 | 5.1 | 2.9 | 3.2 | -0.1 | 0.2 | 0.3
C[C@@H]1CN([C@@H](C)CO)C(=O)c2cc(NC(=O)Nc3ccc(F)cc3)ccc2O[C@@H]1CN(C)C(=O)Nc1ccc2c(c1)OCO2 | nt | -1.8 | -1.8 | 4.7 | -4.9 | nt | -1.2 | -0.5
CN(CC(=O)NCCCn1ccnc1)S(=O)(=O)c1ccc(Cl)cc1 | 8.6 | nt | 8.1 | 4.8 | 13.5 | -0.1 | 0.1 | 0.0
COCCn1c(SCC(=O)NC2CC2)nc2ccccc21 | -10.7 | -1.0 | -2.5 | 0.5 | -3.5 | -14.4 | 0.5 | 1.3
Cc1ccc(-c2csc(NC(=O)CCNC(=O)c3ccccc3Cl)n2)cc1 | 8.1 | -14.8 | 1.5 | 1.4 | 5.3 | 11.5 | 0.1 | -0.8
C[C@@H](O)C#Cc1ccc2c(c1)O[C@@H](CN(C)C(=O)Nc1ccccc1)[C@@H](C)CN([C@@H](C)CO)S2(=O)=O | 10.4 | 1.6 | -2.2 | 0.6 | -15.4 | -20.5 | -0.5 | -3.9
CC1CCc2c(C(=O)Nc3cccc(-c4nn[nH]n4)c3)csc2C1 (configuration not stated) | -4.4 | -16.6 | 4.2 | -5.5 | nt | -25.6 | 0.1 | 3.4
COc1ccc(-n2c(=O)c3ccccc3n(Cc3ccccc3F)c2=O)cc1OC | 10.9 | 12.3 | 17.4 | -2.3 | -3.4 | 20.4 | -0.1 | -0.8
Cc1cc(C(=O)Nc2ccc3[nH]ccc3c2)no1 | -5.5 | 4.7 | 1.1 | 0.5 | -71.6 | -128.4 | 0.1 | -1.0
C[C@@H]1CN([C@H](C)CO)C(=O)c2cc(NS(=O)(=O)c3ccccc3)ccc2O[C@@H](C)CCCCO[C@@H]1CN(C)S(=O)(=O)c1ccc(F)cc1 | -6.3 | -9.2 | 2.6 | 8.6 | 1.8 | 32.9 | 0.1 | 1.3
O=C(C[C@H]1CC[C@H]2[C@@H](COC[C@@H](O)CN2CC2CCOCC2)O1)NCc1ccc(Cl)cc1 | -4.0 | -6.9 | -0.4 | -4.1 | -3.0 | -0.1 | 0.1 | 0.8
CCn1cc(S(=O)(=O)Nc2ccccc2C(F)(F)F)cn1 | -20.9 | 4.4 | -1.2 | 8.3 | -6.0 | -10.2 | 0.0 | -0.2
C#CCN(C(=O)CC1C(=O)NCCN1C/C=C/c1ccccc1)C1CCCCC1 (configuration not stated) | -0.6 | -6.2 | 0.0 | 3.1 | 0.9 | 17.9 | 0.1 | 1.2
COCc1ccc(CN2CCCC(CCC(=O)NCc3cccc(OC)c3)C2)o1 (configuration not stated) | -4.5 | -9.4 | -1.9 | 2.6 | 4.9 | 19.0 | 0.0 | -0.9
COc1ccc(CNC(=O)C2CCN(c3nnc(N4CCCC4=O)s3)CC2)cc1 | 1.7 | nt | -6.8 | 6.3 | -9.2 | 11.3 | 0.0 | -0.6
O=C(NCc1ccc(Cl)s1)c1cc(COc2c(F)cccc2F)on1 | -36.2 | 11.7 | 0.9 | 0.4 | 1.9 | 3.9 | 0.1 | -3.9
O=C(Nc1c(-c2ccc(Cl)cc2)[nH][nH]c1=O)c1ccccc1Cl | nt | -1.8 | 3.0 | -2.0 | -13.3 | -23.1 | -0.2 | -0.2
CO[C@@H]1CN(C)C(=O)c2cc(NC(=O)C3CCCCC3)ccc2OC[C@H](C)N(Cc2nccs2)C[C@H]1C | -5.6 | -4.0 | -1.3 | -8.4 | 3.5 | -0.8 | 0.1 | 2.4
C[C@@H]1CN([C@H](C)CO)C(=O)Cc2cc(NC(=O)Nc3ccc(C(F)(F)F)cc3)ccc2O[C@H]1CN(C)S(=O)(=O)c1ccccc1 | nt | -13.0 | -4.4 | 1.6 | -10.4 | 7.0 | -0.1 | -0.1
